# Compound activity from PubChem.
# FN deposition inh = fibronectin deposition inhibition; hit rate 0.086% among 350,000; AH1F fibroblasts, Alexa488-fibronectin deposition fluorescence, overnight; inhibition, % at 12.6 µM;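 active = mean inhibition across replicates of 30% or more, regardless of how many single replicates reach that level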;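 also: positive control wells lacked labelled fibronectin entirely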
#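 Assay system: AH1F fibroblasts assembling fluorescent fibronectin matrix; Amount: 10000 AH1F cells per well; Buffer or medium: DMEM, 2% serum; Probe or stimulus: Alexa488-fibronectin, 24 nM final in well; Doses: single compound dose, delivered by pin transfer; Incubation: 1 h adhesion, overnight exposure; Measured by: fluorescence 485/525 nm; Read-out: fibronectin deposition inhibition.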
# C2C12 statin = suppression of simvastatin myotoxicity; C2C12 myotubes + simvastatin, ATP luminescence, 48 h; scaled: DMSO 0, geranylgeraniol control 100; rescue of ATP level, % at 7.49 µM; hit rate 0.78% among 330,000; AID 602340;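 active = mean ATP rescue above about 67%, or every replicate alone reaching that limit, limit read from the data, passing the limit was not always enough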;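 also: myotubes were challenged with 10 µM simvastatin during compound exposure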
# S100A4 MyoIIA = S100A4-myosin IIA interaction inhibition; S100A4/TAMRA-MyoIIA peptide fluorescence polarization; hit rate 0.14% among 360,000; inhibition, % at 10.7 µM; AID 652163; P26447;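 active = mean inhibition of at least 70% across replicates, with every replicate also reaching that level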
# Target sequence (P26447 whole entry, looked up): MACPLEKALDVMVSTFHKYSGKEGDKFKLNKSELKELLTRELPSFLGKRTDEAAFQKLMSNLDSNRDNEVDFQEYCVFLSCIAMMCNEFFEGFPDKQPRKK
#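 System – human S100A4 monomer protein, biochemical binding assay · Buffer or medium – Calcium-containing HEPES buffer, pH 7.2 · Timing – 5 min between mix addition and reading · Also added – TAMRA-labelled myosin IIA heavy-chain peptide probe, 5 nM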
# Casp6 inh = blocks human caspase-6 cleavage activity. inhibition, % at 12.5 µM. purified caspase-6, Z-VEID-R110 cleavage fluorescence. hit rate 0.53% among 350,000;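 active = mean inhibition across replicates at least about 35%, with every replicate also reaching that limit, limit read from the data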;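 also: 0% = median of neutral control wells and 100% = no fluorescence left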
# Target sequence (P55212 24-179 limits assumed): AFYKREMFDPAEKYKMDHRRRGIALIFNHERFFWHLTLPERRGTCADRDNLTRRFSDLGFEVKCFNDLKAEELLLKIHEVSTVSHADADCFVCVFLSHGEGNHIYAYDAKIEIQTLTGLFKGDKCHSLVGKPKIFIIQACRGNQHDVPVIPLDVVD
# Target sequence (P55212 194-293 limits assumed): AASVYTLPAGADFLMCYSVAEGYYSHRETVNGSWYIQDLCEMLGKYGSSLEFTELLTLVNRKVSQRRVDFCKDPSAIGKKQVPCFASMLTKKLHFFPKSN
# LGR2 inh = blocks bursicon-induced cAMP signaling via Drosophila LGR2. HEK293 LGR2, CRE-luciferase, bursicon-stimulated, 4 h. AID 720647. inhibition, % at 9.99 µM. hit rate 0.35% among 380,000;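 active = drop in luminescence signal, shown as inhibition above about 50% in the replicate tests, limit read from the data, passing the limit was not always enough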;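 also: agonist challenge used bursicon conditioned medium at about half maximal strength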
# esBAF inh = SWI/SNF esBAF complex inhibition; mouse ES cells, Bmi1-luciferase knock-in reporter, 24 h; 100% = twice the neutral-well signal; reporter increase, % at 12.5 µM; hit rate 2% among 350,000; AID 602393; in the data active = activation above about 40%;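 also: 0% = median of the plate's neutral control wells and 100% = double that signal; a rise in the Bmi1 reporter signal indicates esBAF inhibition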
# SIRT5 inh = blocks human SIRT5 desuccinylation of peptide; Purified SirT5, succinyl-peptide AMC, trypsin-coupled fluorescence; inhibition, % at 15 µM; hit rate 1.1% among 330,000; AID 652115; Q9NXA8; in the data active = inhibition above about 15%
# Target sequence (Q9NXA8 whole entry, looked up): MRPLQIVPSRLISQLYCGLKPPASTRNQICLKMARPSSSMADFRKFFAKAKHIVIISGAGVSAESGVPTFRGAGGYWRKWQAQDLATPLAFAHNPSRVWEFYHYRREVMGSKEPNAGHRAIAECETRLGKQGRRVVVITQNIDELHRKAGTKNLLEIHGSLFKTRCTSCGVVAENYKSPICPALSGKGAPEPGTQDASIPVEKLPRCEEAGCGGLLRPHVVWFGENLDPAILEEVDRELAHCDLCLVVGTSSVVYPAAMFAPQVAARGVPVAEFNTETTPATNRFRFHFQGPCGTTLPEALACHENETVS
# The depositor's hits bear a star; · = not tested or not shown; & = joins results of further samples. An excerpt; the hit share may differ from the screen's.
# Start of the data: the first 6 compounds (preview)
SMILES,FN deposition inh,C2C12 statin,S100A4 MyoIIA,Casp6 inh,LGR2 inh,esBAF inh,SIRT5 inh
C[C@H](CO)N1C[C@H](C)[C@H](CN(C)S(=O)(=O)c2ccc3ccccc3c2)OCc2cnnn2CCCC1=O,4,3&13&23,13&-9&11,-1&-1&2,4&0,5&1&2,-1&1&1
CC(C)NC(=O)N(C)C[C@@H]1Oc2cc(C#Cc3ccccn3)ccc2S(=O)(=O)N([C@H](C)CO)C[C@H]1C,·,-2,-4,-1,2,2,1
CO[C@@H]1CN(C)C(=O)c2ccc(NC(=O)c3cccc(F)c3)cc2OC[C@@H](C)N(C)C[C@H]1C,-7,10,-17,·,6,-1,-3
CC(C)NC(=O)N(C)C[C@H]1OCCCC[C@H](C)Oc2ccc(NC(=O)Nc3ccccc3)cc2C(=O)N([C@H](C)CO)C[C@@H]1C,-5,·,8,-2,3,·,2
CO[C@H]1CN(C)C(=O)c2cc(NC(=O)Nc3c(C)noc3C)ccc2OC[C@H](C)N(CC2CC2)C[C@H]1C,-10,12,-3,-4,7,-3,-11
COc1ccc(C#Cc2ccc([C@H]3[C@H]4CN(Cc5ccncc5)CCCCN4[C@H]3CO)cc2)cc1,·,10,6,-3,-76,-3,5

# Results, from the start:
SMILES,FN deposition inh,C2C12 statin,S100A4 MyoIIA,Casp6 inh,LGR2 inh,esBAF inh,SIRT5 inh
C[C@H](CO)N1C[C@H](C)[C@H](CN(C)S(=O)(=O)c2ccc3ccccc3c2)OCc2cnnn2CCCC1=O,4,3&13&23,13&-9&11,-1&-1&2,4&0,5&1&2,-1&1&1
CC(C)NC(=O)N(C)C[C@@H]1Oc2cc(C#Cc3ccccn3)ccc2S(=O)(=O)N([C@H](C)CO)C[C@H]1C,·,-2,-4,-1,2,2,1
CO[C@@H]1CN(C)C(=O)c2ccc(NC(=O)c3cccc(F)c3)cc2OC[C@@H](C)N(C)C[C@H]1C,-7,10,-17,·,6,-1,-3
CC(C)NC(=O)N(C)C[C@H]1OCCCC[C@H](C)Oc2ccc(NC(=O)Nc3ccccc3)cc2C(=O)N([C@H](C)CO)C[C@@H]1C,-5,·,8,-2,3,·,2
CO[C@H]1CN(C)C(=O)c2cc(NC(=O)Nc3c(C)noc3C)ccc2OC[C@H](C)N(CC2CC2)C[C@H]1C,-10,12,-3,-4,7,-3,-11
COc1ccc(C#Cc2ccc([C@H]3[C@H]4CN(Cc5ccncc5)CCCCN4[C@H]3CO)cc2)cc1,·,10,6,-3,-76,-3,5
C[C@H]1CN([C@@H](C)CO)C(=O)c2cc(NC(=O)Nc3ccc(F)cc3)ccc2O[C@@H]1CN(C)S(=O)(=O)c1cn(C)cn1,·,-21,1,-1,-2,-1,6
NC(=O)N/N=C/c1ccc([N+](=O)[O-])o1,-3,1,1,13,-5,2,3
C[C@@H]1CN([C@H](C)CO)C(=O)c2cc(NC(=O)NC3CCCCC3)ccc2O[C@@H](C)CCCCO[C@H]1CN(C)Cc1ccccc1,·,·,2,-2,4,-1,0
CCCCOC(=O)C1=C(C)NC(=O)NC1c1ccc2c(c1)OCO2 (stereo not given),-5,7,-4,0,-1,-2,-3
O=C(Nc1ccc(F)cc1)c1cc(-c2ccccn2)nc2c(Cl)cccc12,-1,-148,6,1,-1,-3,1
O=C(C[C@@H]1C[C@H]2c3cc(NC(=O)Cc4ccncc4)ccc3O[C@H]2[C@@H](CO)O1)NCc1cccc(F)c1,0,1,8,1,2,0,1
Cc1noc(C)c1NC(=O)N(C)C[C@H]1OCCCC[C@@H](C)Oc2ccc(NS(=O)(=O)c3ccccc3)cc2C(=O)N([C@H](C)CO)C[C@@H]1C,-6&-15,5,-8&27,0&0,13,-4&-5,-2&1
C[C@@H]1CCCCO[C@H](CN(C)CC2CCCCC2)[C@H](C)CN([C@H](C)CO)C(=O)c2cc(NC(=O)c3ccccc3)ccc2O1,5,·,-4,-4,9,-1,2
CCCNC(=O)N(C)C[C@H]1Oc2cc(C#CC(C)(C)O)ccc2S(=O)(=O)N([C@H](C)CO)C[C@H]1C,-7,4,2,1,17,2,-1
O=c1cc(-c2ccc([N+](=O)[O-])cc2)c2cc3c(cc2[nH]1)OCCO3,6,·,3,1,3,·,·
CC(C)NC(=O)COC(=O)c1ccc(O)cc1,1,-19,·,·,·,-3,·
O=S(=O)(NCCS(=O)(=O)N1CCN(c2ccc(F)cc2)CC1)c1ccc(F)cc1,2,8,0,3,·,6,2
CCCCNC(=O)c1ccccc1NC(=O)c1ccc2c(c1)OCO2,-3,-7,-4,-2,5,0,-7
Cc1ccc(C)c(NC(=O)CCC(=O)N2CCOc3ccccc32)c1,3,10,-6,-3,-8,-1,-2
CC1=CC(C)(C)N(C(=O)CSc2nnc(N)s2)c2cc(C)c(C)cc21,-13,37,·,·,-19,-6,·
S=C(NC1CCCCC1)N1CCN(Cc2ccccc2)CC1,7,-1,6,-1,-3,10,-7
Cc1cc(C(=O)NC(C)C2CC2)c(Cl)cc1Cl (stereo not given),-9,4,-2,-3,6,-6,-4
COc1ccc(CN(C)C[C@H]2Oc3ccc(NS(=O)(=O)c4ccc(OC)cc4)cc3CC(=O)N([C@@H](C)CO)C[C@H]2C)cc1,·,-1,-8,·,-10,-7,1
O=C1CC(c2ccccc2)CC2=C1C1(CCCC1)N=C(Nc1nc3ccccc3o1)N2 (stereo not given),·,-11,-2,2,-6,2,-1
# Going on with the list.
SMILES,FN deposition inh,C2C12 statin,S100A4 MyoIIA,Casp6 inh,LGR2 inh,esBAF inh,SIRT5 inh
C[C@H](CO)N1C[C@H](C)[C@H](CN(C)C(=O)Nc2ccccc2)Oc2ccc(NC(=O)Nc3ccc(F)cc3)cc2CC1=O,-3,-2,-10,2,13,1,-3
Cc1ccc(NC(=S)N(Cc2cccs2)Cc2cc3cc(C)ccc3[nH]c2=O)cc1,0,·,-13,-1,3,·,-3
C[C@@H]1CN([C@H](C)CO)C(=O)Cc2cc(NS(=O)(=O)c3cn(C)cn3)ccc2O[C@@H]1CN(C)S(=O)(=O)c1ccc(F)cc1,·,-8,0,-1,-12,-1,4
C/C(=N\NC(=O)C(N)=O)c1cccc(C(F)(F)F)c1,1,-6,3,-1,14,-3,·
O=C(N/N=C/c1cccs1)c1cccc(NC(=O)c2ccc(Cl)cc2)c1,35*,·,-2,2,-1,·,-2
CN(C(=O)c1cc2ccccc2cc1O)C1CCCCC1,·,·,-1,2,-26,·,-2
O=C(Nc1cc(Cl)cc(Cl)c1)Nc1cnccn1,4,-10,-5,0,1,3,-2
COc1cccc(C(=O)c2c[nH]c(C(=O)NCc3ccco3)c2)c1,·,0,·,·,19,9,·
C[C@@H]1CN([C@H](C)CO)C(=O)c2cc(NC(=O)CCCN(C)C)ccc2O[C@@H]1CN(C)S(=O)(=O)c1ccccc1,·,32,-6,0,-1,1,·
CN1CCN(C(=O)CCc2ncc(C(F)(F)F)cc2Cl)CC1,4,-4,-20,2,·,-1,0
O=C(c1ccc(F)cc1)c1ccc(-c2ccc(F)cc2)nc1,0,1,-8,-2,-70,44*,1
O=C(COc1ccc2c3c(c(=O)oc2c1)CCCC3)NCCCN1CCOCC1,10,-5,5,-4,-7,-4,-5
COc1ccc(OCC(=O)c2c[nH]c3ccccc23)cc1,·,·,-1,-3,-29,·,8
Cc1cccc(NC(=O)c2cccc(C(=O)Nc3cccc(C)n3)c2)n1,-2,-8,1,6,19,-8,-9
O=C(C[C@@H]1CC[C@@H](NS(=O)(=O)c2ccccc2)[C@H](CO)O1)N1CCC(Cc2ccccc2)CC1,4,·,-25,1,20,·,-8
CN1CCC(NC(=S)NC2CC2)CC1,4,·,-29,-4,-9,·,0
COc1ccc(/C=C2\SC(=O)N(CC(=O)Nc3cccnc3)C2=O)cc1OC,·,-2,-20,6,0,-3,2
COc1cccc(OC)c1OC(=O)C1CC(=O)N(c2ccc3c(c2)OCCO3)C1 (stereo not given),7,3,-4,19,-15,-27,-4
COC(=O)c1ccc2c(c1)N(Cc1nc(-c3ccc(Cl)cc3)oc1C)C(=O)C1CCCN21 (stereo not given),-10,-8,-11,-2,26,3,-2
CCC(=O)N1C[C@H](O)COC[C@H]2O[C@@H](CC(=O)NCC3CCCCC3)CC[C@@H]21,-3,5,12,3,-11,3,4
Fc1ccc(C(c2ccc(F)cc2)N2CCN(C/C=C/c3ccccc3)CC2)cc1,-1&-2,-3,0&-7,-1,27,-9,1
C[C@@H](O)C#Cc1ccc([C@H]2[C@@H](CO)N3CCCCN(C(=O)c4ccc5c(c4)OCO5)C[C@H]23)cc1,-14,4,-7,-7,26,0,4
CCOC(=O)N1C(=O)[C@](CC)(c2ccccc2)N1C(=O)OCC,3,-6,2,2,-3,-1,-1
COCC(C)NS(=O)(=O)c1ccc(C)cc1 (stereo not given),26,141*,·,·,·,-9,·
CCC(=O)N1CC2(C1)[C@H](c1ccccc1)[C@@H](CO)N2CC1CC1,-6,·,59,3,-7,·,-3
# Further structures
SMILES,FN deposition inh,C2C12 statin,S100A4 MyoIIA,Casp6 inh,LGR2 inh,esBAF inh,SIRT5 inh
O=C(N/N=C/c1ccco1)c1ccc2nc[nH]c2c1,7,-7,5,-3,0,-4,2
CO[C@H]1CN(C)C(=O)c2ccc(NC(=O)C3CCCC3)cc2OC[C@@H](C)N(CCC(F)(F)F)C[C@H]1C,-5,10,11,1,1,-2,7
O=C1N(Cc2cccnc2)C[C@@H]2C[C@@H](c3ccccc3C(F)(F)F)N3CCC[C@@]123,-2,·,-12,-4,12,·,7
OC(c1ccc(Cl)cc1)c1ncc(-c2ccc(Cl)cc2)[nH]1 (stereo not given),-2,-5,-14,12,0,25,·
CCCN(C)C[C@H]1OCCCC[C@@H](C)Oc2ccc(NS(=O)(=O)c3cn(C)cn3)cc2C(=O)N([C@H](C)CO)C[C@H]1C,·,-24,·,·,-13,-3,·
CC1CCN(C(=S)c2cn(Cc3ccccc3F)c3ccccc23)CC1,-2,3,·,·,·,2,·
CCN(CC)S(=O)(=O)c1ccc(C(=O)OCC(=O)N2CCOCC2)cc1,-4,9,2,-3,-9,-9,4
CCCS(=O)(=O)n1nc(-c2ccc(OC)cc2OC)cc1N,-4,-3,0,-2,-21,4,-2
C[C@H]1CN([C@@H](C)CO)C(=O)c2c(c3ccccc3n2C)-c2ccccc2CO[C@@H]1CN(C)Cc1ccccc1,0,·,4,7,5,·,5
O=C(C[C@H]1C[C@H]2c3cc(NC(=O)Nc4ccccc4F)ccc3O[C@H]2[C@@H](CO)O1)NCC1CC1,-4,7,3,-5,-2,-3,4
C[C@H](CO)N1C[C@H](C)[C@H](CN(C)C(=O)CN2CCOCC2)Oc2ncc(C3=CCCCC3)cc2C1=O,·,3,19,2,2,-2,-5
Cn1nnnc1SCC(=O)N1CCN(c2ccc(Cl)cc2)CC1,5,5,·,·,·,-4,·
C[C@@H]1CCCCO[C@@H](CN(C)C(=O)Nc2ccc3c(c2)OCO3)[C@@H](C)CN([C@H](C)CO)C(=O)c2cc(NC(=O)Nc3ccc(F)cc3)ccc2O1,·,·,7,0,2,1,·
O=C(NCC1CCCO1)c1cc(S(=O)(=O)N2CCCCC2)ccc1Cl (stereo not given),-9,4,1,1,-11,3,-1
C[C@@H](NC(=O)C[C@H]1C=C[C@@H](NC(=O)C2CCOCC2)[C@H](CO)O1)c1ccccc1,·,-4,-37,6,5,-1,2
Cc1cccn2c(=O)c3cc(C(=O)NCc4cccnc4)c(=N)n(C(C)C)c3nc12,5,-3,·,·,·,3,·
COC(=O)c1cc(C)nc2c1C(=O)C(=O)C=C2N1CCOCC1,-2,-34,-9,83*,60*,-45,6
COCCSc1ccccc1C(=O)N1CCC(Cc2ccccc2)CC1,·,·,-7,0,-12,·,-2
COc1cccc(CNC(=O)[C@@H]2[C@@H](CO)[C@@H]3Cn4c(ccc(-c5cccnc5)c4=O)[C@@H]3N2C)c1,·,-5,·,·,7,0,·
C[C@H](CO)N1C[C@H](C)[C@@H](CN(C)C(=O)CC2CC2)Oc2cc(C3=CCCCC3)ccc2S1(=O)=O,6,·,-8,-3,13,-1,7
CCc1ccc(S(=O)(=O)NCc2cccs2)cc1,0,4,1,5,4,-5,1
COc1ccc([C@H]2CC(=O)C=C(c3ccc4ncccc4c3)C2)cc1OC,2,3,-2,1,11,10,·
